Screening results as filed in PubChem.
Pf growth 96h: P. falciparum growth inhibition at 96 hours | P. falciparum luciferase reporter growth, 96 h | Potency, µM (doses to about 28.7 µM), without a hit: top-dose activity change, negative = inhibition, most hits filed as inhibitors | actives 6.9% (n = 320,000) | AID 504834; also: potency is read from the fitted curve at half-maximal effect; % is scaled to controls: 0 for no effect and ±100 for the full control effect
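Parasite growth measured via integrated firefly luciferase reporter in P. falciparum. Infected erythrocytes at 2% hematocrit, 0.05% parasitemia final were treated 96 hours at 37 C under 5% CO2, and luminescence was read.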
LmPK inh: blocks Leishmania mexicana pyruvate kinase activity; actives 0.37% (n = 290,000); purified LmPK, Kinase-Glo ATP luminescence, 1 h; AID 1721; Potency, µM (doses to about 57.5 µM), for inactives: at the highest dose activity change, negative = inhibition, usual class: inhibitors; also: potency is read from the fitted curve at half-maximal effect; % is scaled to controls: 0 for no effect and ±100 for the full control effect
Target sequence (Q27686 whole entry, looked up): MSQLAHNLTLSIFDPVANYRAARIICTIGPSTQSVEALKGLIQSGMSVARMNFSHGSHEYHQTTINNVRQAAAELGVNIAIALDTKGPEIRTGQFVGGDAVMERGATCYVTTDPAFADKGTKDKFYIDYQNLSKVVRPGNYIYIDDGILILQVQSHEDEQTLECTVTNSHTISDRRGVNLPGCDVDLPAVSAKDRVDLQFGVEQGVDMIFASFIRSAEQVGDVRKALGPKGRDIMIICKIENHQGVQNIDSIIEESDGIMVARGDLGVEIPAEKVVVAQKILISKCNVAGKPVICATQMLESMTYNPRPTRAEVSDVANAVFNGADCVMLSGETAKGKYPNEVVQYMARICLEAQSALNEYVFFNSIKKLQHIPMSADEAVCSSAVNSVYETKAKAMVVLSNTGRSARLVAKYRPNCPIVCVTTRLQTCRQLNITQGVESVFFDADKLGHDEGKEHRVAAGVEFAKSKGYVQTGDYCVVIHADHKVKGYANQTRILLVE
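Pyruvate kinase activity monitored as ATP production (luciferase luminescence). Conditions: 0.1 nM enzyme, 0.5 mM PEP, 0.1 mM ADP, 1 h, RT; normalized against uninhibited and no-enzyme wells.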
Pf growth 48h: inhibits P. falciparum growth in the first generation, 48 h; P. falciparum luciferase growth in erythrocytes, 48 h; Potency, µM (top dose mostly 28.7 µM), inactives show at the highest dose activity change, negative = inhibition, most hits filed as inhibitors; actives 5.9% (n = 310,000); AID 504832; also: potency is read from the fitted curve at half-maximal effect; % is scaled to controls: 0 for no effect and ±100 for the full control effect
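Firefly luciferase activity from engineered P. falciparum reports growth; inhibitors lower the luminescent signal. Cultures contained 2% hematocrit erythrocytes at 0.1% final parasitemia.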
Shiga inhibitor: inhibitors of Shiga toxin in Vero cells | Vero cells, Shiga toxin protein synthesis inhibition reporter | inhibition, % at 38.7 µM | actives 9.2% (n = 290,000); in the data active = inhibition mostly above about 28%, no sharp cut-off; inactive = mostly below about 43%; also: 0% is about no effect
CHX counter: affects cycloheximide protein synthesis inhibition readout, counter-screen | cell reporter, cycloheximide protein synthesis inhibition counterscreen | max response, % | actives 12% (n = 300,000); in the data active = max response mostly above about 13%, no sharp cut-off; inactive = mostly below about 14%; also: read at 38.3 µM for the half of the compounds with a filed dose; 0% is about no effect
AMA1 RON2 block: AMA1-RON2 (P. falciparum) interaction inhibition. AID 720542. Potency, µM (titrated, usually from 58.2 µM), for inactives: at the highest dose activity change, negative = inhibition, actives largely listed as inhibitors. actives 0.2% (n = 360,000). AlphaScreen AMA1-biotinylated RON2 peptide binding;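 also: potency is read from the fitted curve at half-maximal effect; 0% = vehicle wells and -100% = peptide control; nearly all actives have a fitted effect of over 45% in size; some results filed as inactive show a strong effect at the top dose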
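AMA1 (3D7) with his tag at 25 nM final met compounds first, then biotinylated RON2 peptide at 25 nM; detection used donor plus acceptor beads, 10 µg/mL apiece, read by AlphaScreen after 30 min at room temperature.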
TbPYK inhibitor: T. brucei pyruvate kinase inhibition; Q57TT1; TbPYK enzyme, Kinase-Glo Plus ATP luminescence, 45 min; Potency, µM (series often up to 76.8 µM), for inactives: at the highest dose activity, negative = inhibition, usual class: inhibitors; actives 0.12% (n = 410,000); AID 624173; also: potency is read from the fitted curve at half-maximal effect; % is scaled to controls: 0 for no effect and ±100 for the full control effect; nearly all actives have a fitted effect of over 50% in size
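Quantitative HTS: titrated library compounds versus trypanosomal pyruvate kinase in TEA buffer (pH 7.2) containing KCl, MgCl2, BSA and Tween-20. Reactions were initiated with ADP, 130 uM final. Kinase-Glo Plus luminescence was read after 45 min at RT.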
* marks the source's active call; other numbers are inactive results; ? = inconclusive; nt = not tested or not shown; + = active, no number; & = joins results of further samples; [ ] = another dose, or the depositor's remark. Unless noted, calls follow the shape of the dose curve; as a rule, active = well fitted curve in the direction sought with a large enough effect; inconclusive = small, poorly fitted or top-dose-only effect, or another doubt; inactive = no such curve, though single readings can be large; an effect the other way counts as inactive or inconclusive.

SMILES	Pf growth 96h	LmPK inh	Pf growth 48h	Shiga inhibitor	CHX counter	AMA1 RON2 block	TbPYK inhibitor
CCn1nnc2cc(C(=O)NCCc3ccccc3F)ccc21	-9.8%	-12.5%	201.2%[activator]	58.2*	18.6	17.5%	1.9%
COc1ccc(N2CC(C(=O)N[C@@H](C)C(=O)NC(C)c3ccccc3)CC2=O)cc1 (some centres undefined)	-6.0%	-0.4%	-5.6%	8.3	1.1	0.8%	0.4%
CCCCC(=O)N(CCC)CCC	0.0%	3.7%	5.3%	-5.1	-1.3	14.7%	-6.9%
CN(C)c1ccc(/C=C2\CCCc3c2nc2ccccc2c3C(=O)O)cc1	42.4%[activator]	-5.7%	106.2%[activator]	118.1*	45.5*	-6.8%	-6.6%
O=C(Nc1ccccc1OC(F)F)C1CC(=O)N(Cc2ccccc2)C1 (centres undefined)	15.4%	nt	22.6%	nt	nt	46.5%[activator]	7.0%
N/C(Cn1cncn1)=N\NC(=O)C(=O)Nc1ccccc1	20.9%	4.6%	51.5%	31.7	19.1	71.4%[activator]	-8.6%
CCS(=O)c1scc(-c2ccc(Cl)cc2)c1C#N (centres undefined)	26.9%	5.4%	43.3%[activator]	20.4	13.4	4.6%	-1.9%
Cc1ccc(OCC(=O)Nc2ccc(Cl)cc2C(=O)c2ccccc2)cc1	3.4%	-3.1%	?	-10.3	-0.7	-2.7%	-3.0%&-4.0%
O=C(NCc1ccccc1F)C1CCCN(S(=O)(=O)c2ccc(-n3cnnn3)cc2)C1 (centres undefined)	-6.0%	2.1%	13.9%	-6.7	-0.7	5.1%	-5.5%
COc1ccc2c(c1)C(=O)/C(=C/C=C/c1ccccc1)CC2	2.33µM*	-7.6%	?	+	20.6*	-26.7%	1.8%
O=C1C2C3C=CC(C2C(=O)N1c1ccccc1O)C1C2C(=O)N(c4ccccc4O)C(=O)C2C31 (centres undefined)	?	4.0%	-3.4%	-4.0	5.3	8.9%	0.3%
CN1C(=O)C2C=CC1C1C(=O)N(c3ccccc3)C(=O)C21 (centres undefined)	238.4%[activator]	-1.5%	-5.1%	16.3	16.3	10.1%	-0.1%
Cc1cc(C(C)(C)C)cc(C)c1Cn1c2[n+](c3ccc(C(F)(F)F)cc31)CCCCC2	?	-0.3%	3.29µM*	-5.6	-4.5	2.2%	-4.1%
N#Cc1cnc2sc3ccccc3n2c1=N	-19.0%	-19.1%	nt	50.6*	47.2*	-0.7%	1.3%
COc1ccc(-n2c(=O)[nH]c3cc(C(=O)NCCc4ccc(OC)c(OC)c4)ccc3c2=O)c(OC)c1	183.8%[activator]	-7.0%	?	3.2	0.2	-5.5%	-5.8%
Cc1cc(C)cc(NC(=O)CSc2nnc(CNC(=O)c3ccco3)o2)c1	?	-9.4%	7.2%	-13.4	5.8	10.3%	-3.2%
COc1ccc(C(CNC(=O)c2ccc(S(=O)(=O)N(C)C)cc2)N2CCCC2)cc1 (centres undefined)	?	2.1%	10.4µM*	-4.1	4.1	-14.1%	3.0%
COCCn1c(SCC(=O)Nc2cccc(F)c2)nc2c([nH]c3ccccc32)c1=O	25.6%	-2.5%	-24.8%	-2.0	-2.4	12.4%	1.4%
COC(=O)C(N)Cc1ccc(O)cc1 (centres undefined)	nt	-4.0%	6.1%	-6.0	-7.3	5.9%	-0.2%
Cc1ccc(-n2nc(-c3ccco3)cc2C(=O)NCc2cccnc2)cc1	52.0%[activator]	-1.1%	2.6%	-3.6	-2.3	-8.1%	?

Not a retest: an excerpt of the list.
SMILES	Pf growth 96h	LmPK inh	Pf growth 48h	Shiga inhibitor	CHX counter	AMA1 RON2 block	TbPYK inhibitor
CCS(=O)c1scc(-c2ccc(Cl)cc2)c1C#N (centres undefined)	26.9%	5.4%	43.3%[activator]	20.4	13.4	4.6%	-1.9%
Cc1ccc(OCC(=O)Nc2ccc(Cl)cc2C(=O)c2ccccc2)cc1	3.4%	-3.1%	?	-10.3	-0.7	-2.7%	-3.0%&-4.0%
O=C(NCc1ccccc1F)C1CCCN(S(=O)(=O)c2ccc(-n3cnnn3)cc2)C1 (centres undefined)	-6.0%	2.1%	13.9%	-6.7	-0.7	5.1%	-5.5%
COc1ccc2c(c1)C(=O)/C(=C/C=C/c1ccccc1)CC2	2.33µM*	-7.6%	?	+	20.6*	-26.7%	1.8%
O=C1C2C3C=CC(C2C(=O)N1c1ccccc1O)C1C2C(=O)N(c4ccccc4O)C(=O)C2C31 (centres undefined)	?	4.0%	-3.4%	-4.0	5.3	8.9%	0.3%
CN1C(=O)C2C=CC1C1C(=O)N(c3ccccc3)C(=O)C21 (centres undefined)	238.4%[activator]	-1.5%	-5.1%	16.3	16.3	10.1%	-0.1%
Cc1cc(C(C)(C)C)cc(C)c1Cn1c2[n+](c3ccc(C(F)(F)F)cc31)CCCCC2	?	-0.3%	3.29µM*	-5.6	-4.5	2.2%	-4.1%
N#Cc1cnc2sc3ccccc3n2c1=N	-19.0%	-19.1%	nt	50.6*	47.2*	-0.7%	1.3%
COc1ccc(-n2c(=O)[nH]c3cc(C(=O)NCCc4ccc(OC)c(OC)c4)ccc3c2=O)c(OC)c1	183.8%[activator]	-7.0%	?	3.2	0.2	-5.5%	-5.8%
Cc1cc(C)cc(NC(=O)CSc2nnc(CNC(=O)c3ccco3)o2)c1	?	-9.4%	7.2%	-13.4	5.8	10.3%	-3.2%
COc1ccc(C(CNC(=O)c2ccc(S(=O)(=O)N(C)C)cc2)N2CCCC2)cc1 (centres undefined)	?	2.1%	10.4µM*	-4.1	4.1	-14.1%	3.0%
COCCn1c(SCC(=O)Nc2cccc(F)c2)nc2c([nH]c3ccccc32)c1=O	25.6%	-2.5%	-24.8%	-2.0	-2.4	12.4%	1.4%
COC(=O)C(N)Cc1ccc(O)cc1 (centres undefined)	nt	-4.0%	6.1%	-6.0	-7.3	5.9%	-0.2%
Cc1ccc(-n2nc(-c3ccco3)cc2C(=O)NCc2cccnc2)cc1	52.0%[activator]	-1.1%	2.6%	-3.6	-2.3	-8.1%	?

(next part)
SMILES	Pf growth 96h	LmPK inh	Pf growth 48h	Shiga inhibitor	CHX counter	AMA1 RON2 block	TbPYK inhibitor
Clc1ccc(CNc2ccccn2)cc1	37.0%[activator]	-4.8%	39.0%[activator]	54.5*	30.8*	-13.7%	1.8%
O=C(CSc1nnc(CNC(=O)c2c(F)cccc2F)o1)NCc1ccccc1	5.1%	-2.6%	-1.4%	-3.7	1.3	27.2%	7.2%
CCC(C)(C)n1nnnc1C(c1ccc(OC)c(OC)c1)N1CCN(c2cccc(OC)c2)CC1 (centres undefined)	40.6%[activator]	6.6%	7.38µM*	-6.7	-2.5	-8.5%	-12.0%
Cc1nn(-c2ccccc2)c(C)c1C(=O)OCC(=O)N1CCN(S(=O)(=O)c2ccccc2)CC1	-17.4%	8.4%	-13.1%	29.1	-3.3	14.9%	-18.4%
COC(=O)CSc1ccc(C#N)c(SCC(=O)OC)c1	1.4%	-1.8%	?	-3.2	-5.7	0.1%	-12.8%
CCOC(=O)c1ccccc1NC(=O)Cn1c(=O)n(Cc2ccccc2)c(=O)c2c(C)c(C)sc21	?	-1.3%	0.2%	-13.7	-3.3	-12.5%	1.6%&3.1%
CCCC(=O)Nc1nnc(Cc2ccccc2)s1	141.3%[activator]	-2.3%	56.9%[activator]	16.4	7.7	-10.0%	3.4%
O=C(c1ccccc1)c1n[nH]c(-c2ccccc2)cc1=O	359.1%[activator]	4.8%	10.1%	-19.1	-1.8	-0.5%	2.6%
COc1ccc(NC(=O)CSc2nnc(Cc3cccn3C)n2CCc2ccccc2)c(OC)c1	0.0%	1.5%	?	-14.5	-1.9	16.5%	-7.8%
Cc1nc(SCC(=O)NCc2ccccc2)c2oc3ccccc3c2n1	nt	6.7%	13.6%	-3.1	-2.0	0.0%	0.0%
Cc1ccc(Cn2nnc3c(=O)n(Cc4ccccc4C)cnc32)cc1	3.0%	9.0%	1.3%	0.9	-1.8	-15.1%	3.7%
CC1=NOC2(C1)N(C)c1ccccc1C2(C)C (centres undefined)	0.0%	-2.1%	39.3%[activator]	24.4	11.6	1.2%	-3.5%
O=C(NCc1ccccn1)c1ccc(Cn2cc(Br)cn2)o1	8.5%	2.4%	-12.6%	5.3	-0.4	19.2%	2.4%

Results in TbPYK inhibitor, Shiga inhibitor and LmPK inh, for 2 of the compounds above:
molecule,TbPYK inhibitor,Shiga inhibitor,LmPK inh
O=C(NCc1ccccn1)c1ccc(Cn2cc(Br)cn2)o1,2.4%,5.3,2.4%
Clc1ccc(CNc2ccccn2)cc1,1.8%,54.5*,-4.8%
